GSIS activator – GLuc luminescence reporter in INS-1E cells, primary screen for activators of glucose-dependent secretion of insulin | INS-1E GLuc reporter insulin secretion, 2-3 h | activation, % at 16.6 µM | 370,000 tested, 0.61% active | AID 743287, 2014;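 active = lowest replicate activation of at least 40%, so every replicate reaches that level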;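 note: 0% = median of neutral control wells and 100% = median of IBMX positive control wells; some compounds called inactive have numbers as strong as hits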
ARNT-TACC3 inh – disruptors of ARNT/TACC3 protein interaction, primary screen, biochemical, AlphaScreen, single concentration. inhibition, % at 9.99 µM. AID 623870, 2012. 390,000 tested, 0.66% active. AlphaScreen His-ARNT PAS-B/GST-TACC3 binding, luminescence; TACC3 fragment carries E629A point mutation. Transforming acidic coiled-coil-containing protein 3 (Homo sapiens), Q9Y6A5;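 active = mean inhibition of replicates at least 50% and at least half of replicates each reaching 50%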;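 note: 0% = complete ARNT plus TACC3 wells and 100% = ARNT alone without TACC3; many hits fall short of the cut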
The depositor's hits bear a star. Not all compounds are listed, so the mix of outcomes need not match the whole.

SMILES	GSIS activator	ARNT-TACC3 inh
Cc1cn2c(nc1=O)OC1C(O)C(COC(=O)c3ccccc3)OC12 (stereo not drawn)	-7	-6
CCCC(C(=O)NC1CCCC1)N(Cc1cccs1)C(=O)c1snc(C(N)=O)c1N (stereo not drawn)	-10	-7
COc1ccccc1C(=O)Nc1c2c(nn1-c1cccc(C)c1C)CS(=O)(=O)C2	59*	-2
O=C1Nc2ccccc2C(O)(C(=O)N2CCCCC2)N1c1ccccc1 (stereo not drawn)	4	33
Cc1cccc(C)c1-n1c(C)cc(/C=N/NC(N)=S)c1C	27	25
CC(C)NC(=S)N/N=C/c1c[nH]c2ccccc12	-1	19
COc1ccc(S(=O)(=O)N(Cc2cccs2)C2CCCC2)cc1	27	-5
CC(NC(=O)c1ccc(C(C)(C)C)cc1)C(=O)O (stereo not drawn)	-3	-2
Cc1ccc(C)c(NC(=O)CSc2nnc(-c3ccccc3)n2N)c1	11	2
c1ccc(CSc2nnc(-c3cccs3)o2)cc1	12	-11
CC(C)n1c(NCc2cccs2)nc2ccccc21	21	-6
COc1cc(C2C(=O)N(C3CCCC3)CC(=O)N2Cc2ccco2)ccc1OC(C)C (stereo not drawn)	3	1
CC(=O)N(C)c1ccc(NC(=S)Nc2ccccc2)cc1	5	-6
CCn1cc(/C=N\NC(=O)Cc2ccc([N+](=O)[O-])cc2)c(C)n1	10	-4
NC(=O)C1CCCN(S(=O)(=O)c2ccc(Br)cc2)C1 (stereo not drawn)	7	-14
CN(C)C=NC(=O)c1ccc(N2CCN(c3ncc(C(F)(F)F)cc3Cl)CC2)cc1	72*	-5
COc1cc(OC)cc(C(=O)Nc2cccc(NC(C)=O)c2)c1	-4	0
CN1CCN(C(=O)C2CC(c3c(F)cccc3Cl)=NO2)CC1 (stereo not drawn)	7	-2
CC(C)c1cc(C(=O)N/N=C/c2cccnc2)n[nH]1	3	-3
Cc1nnc(SCC(=O)N2c3ccccc3C(C)(c3ccccc3)CC2(C)C)s1 (stereo not drawn)	-22	-1
COC(=O)c1sc2nc(N)c(C#N)cc2c1N	28	-13
CC(Oc1ccc(Cl)cc1)C(=O)NCCN1C(=O)S/C(=C\c2cccnc2)C1=O (stereo not drawn)	-25	-6
CC(C)(C)c1ccc2c(c1)N(CC(=O)O)C(=O)CO2	26	-11
NC1CCCCC1N=Cc1c(O)n(CCc2ccc(F)cc2)c(=O)[nH]c1=O (stereo not drawn)	13	9
Cc1ccc(-c2cc(C(=O)N/N=C/c3ccco3)[nH]n2)cc1	-4	2
CCOC(=O)c1c(C)[nH]c(C(=O)COC(=O)C(C)N2C(=O)C3CCCCC3C2=O)c1C (stereo not drawn)	-7	1
Cc1cc(Cl)c(OCCOCCN2CCC(C)CC2)c(Br)c1	30	1
C/C(Cn1cnc([N+](=O)[O-])n1)=N\NC(=O)c1ccccc1F	-2	-8
O=Cc1cn(-c2ccccc2)nc1-c1cc2ccccc2oc1=O	12	3
Cc1ccc(S(=O)(=O)/N=C/N(C)C)cc1	24	-2
CC12C(=O)N(n3cnnc3)C(=O)C1C1C=CC2C1 (stereo not drawn)	4	-11
Cc1cccc(N2CCN(S(=O)(=O)c3ccc(S(=O)(=O)N4CCCC4)cc3)CC2)c1C	4	-3
COc1ccc([N+](=O)[O-])c2c(=O)ccoc12	41*	-8
Cc1nc2ccccc2c(=O)n1/N=C/c1ccc(N(C)C)cc1	67*	0
COc1cccc(C2=NOC(C(=O)Nc3ccccc3SC)C2)c1 (stereo not drawn)	-1	-4
Cc1[nH]c2ccccc2c1/C=N/Nc1nc(Nc2ccc(F)cc2)nc(N2CCOCC2)n1	-13	1
O=C(NCc1ccco1)C(c1cccs1)N(C(=O)Cc1cccs1)c1ccccc1 (stereo not drawn)	-16	13
C/C(=N\NC(=O)c1ccc(Cl)c(S(=O)(=O)Nc2ccccc2Cl)c1)c1ccncc1	13	16
Cc1ccccc1CSCC(=O)NC(=O)NC(C)(C)C	23	-2
CCCCNC(=O)OC(C)CNC(=O)OC (stereo not drawn)	9	14

Quoted from the listing.
`NC1CCCCC1N=Cc1c(O)n(CCc2ccc(F)cc2)c(=O)[nH]c1=O` (stereo not drawn) in ARNT-TACC3 inh is entered as 9
`COc1ccccc1C(=O)Nc1c2c(nn1-c1cccc(C)c1C)CS(=O)(=O)C2` in ARNT-TACC3 inh is entered as -2

Further entries
SMILES	GSIS activator	ARNT-TACC3 inh
CCOC(=O)CSc1cc(CS(=O)c2ccc(Cl)cc2)nc(-c2ccccc2)n1 (stereo not drawn)	-24	17
O=C(NCc1cccs1)c1ccc(Cl)s1	6	-3
C=CCN1CN(Cc2ccco2)CNC1=S	4	-11
Cc1nnc(SCCN2CCOCC2)c2nn(-c3ccccc3F)c(C)c12	-7	-1
Nn1c(SCC(=O)Nc2ccc3c(c2)OCO3)nnc1C1CCCCC1	17	-12
COCCN1C(=O)C(=O)/C(=C(/O)c2ccc(OC(C)C)cc2)C1c1cccnc1 (stereo not drawn)	17	0
CCOc1ccc(C2c3cc(OC)c(OC)cc3CC(=O)N2c2ccccc2)cc1 (stereo not drawn)	-1	1
CSc1nc(SCC(N)=O)c2c3c(sc2n1)CN(C)CC3	44	23
Nc1nc(-c2ccc(Cl)cc2)nn1C(=O)c1cccnc1	-5	4
O=C(OC(C(=O)Nc1ccc(Cl)cc1C(F)(F)F)c1ccccc1)C1=COCCO1 (stereo not drawn)	-4	-12
Cc1cc(C(=O)N2CCN(S(C)(=O)=O)CC2)sc1-c1ccccc1	15	-5
O=C(c1cccc(F)c1)N1CCN(C(=O)c2nn3cccnc3c2Cl)CC1	0	-3
O=C(c1c(Cl)cccc1Cl)N1CCN(c2ccccn2)CC1	9	19
COc1ccc(Cl)cc1C(=O)Nn1c(C)nc2ccccc2c1=O	-1	3
CCN(CC)C(=O)CN(c1ccc(F)c(Cl)c1)S(C)(=O)=O	13	1
Cc1cccc(C(=O)NNC(=O)c2ccc(-c3ccccc3)cc2)c1	99*	-3
CCn1nnnc1SCC(=O)NCc1ccc2c(c1)OCO2	-3	-4
N#Cc1c(NC(=O)CSc2ncccn2)oc(-c2ccccc2)c1-c1ccccc1	-6	-6
COc1cc(-c2nnc(SCC(=O)OC3CCCCC3)o2)cc(OC)c1OC	-13	0
N#Cc1ccc(C(=O)NCC(c2ccco2)N2CCCC2)cc1 (stereo not drawn)	7	-7
COc1cccc(CNC(=O)C2CCCN(S(=O)(=O)c3c(C)[nH]c(=O)[nH]c3=O)C2)c1 (stereo not drawn)	3	-16
CC(C)(C)C(=O)Cn1c(=O)n(CC2CCCO2)c(=O)c2ccccc21 (stereo not drawn)	3	-6
CCc1nnc(NC(=O)CCc2ccc(C)o2)s1	15	8
Cn1c(=O)n(Cc2ccco2)c(=N)c2c3c(sc21)CCC3	34	3
CCCc1ccc(C(=O)NNC(=O)c2ccc(Cl)cc2)cc1	-9	-5
Cc1cccc(S(=O)(=O)NCCC(=O)OC(C)C(=O)NC(=O)NC2CCCCC2)c1 (stereo not drawn)	-19	-2
O=C(OCc1nnc(-c2ccccc2)o1)c1ccc2c(c1)OCCO2	33	5
COc1ccc(Cc2nnc3c4cnn(C)c4ncn23)cc1	18	0
O=C(CO)N/N=C/c1ccc(Cl)cc1	0	-1
Clc1ccc(CSc2nnc([C@@H]3CCCN3)o2)cc1	13	-2
O=c1c(Cc2ccc(F)cc2)c(O)ccn1C1CC1	18	-5
CC(=O)NC1=NN(C(C)=O)C2(CCCCC2)S1	18	4
Cc1cccc(C(=O)Nc2c(C#N)c(C)c(C)n2Cc2ccccc2)c1	-20	-1
CCCCNC(=O)NS(=O)(=O)c1ccc(C(=O)OC)o1	16	8
COc1ccc(NS(=O)(=O)c2ccc(NS(=O)(=O)c3ccc(SC)cc3)cc2)c(OC)c1	-2	11
S=c1[nH]nc(CSc2nc3ccccc3s2)o1	10	0
C=CCOc1ccccc1C1NC(=O)NC(C)=C1C(=O)NCc1ccccc1 (stereo not drawn)	-12	-1
CN(c1ccc(C(=O)NCc2ccc3c(c2)OCO3)cc1)S(C)(=O)=O	8	17
C=CCN1C(=O)CSc2ccc(C(=O)NCCC3=CCCCC3)cc21	-23	-7
COc1cccc(C(=O)c2c[nH]c(C(=O)NCc3ccco3)c2)c1	-18	-3

Sorted by length of the SMILES (low to high): 7 of the compounds above.
SMILES	GSIS activator	ARNT-TACC3 inh
COc1ccc([N+](=O)[O-])c2c(=O)ccoc12	41*	-8
NC(=O)C1CCCN(S(=O)(=O)c2ccc(Br)cc2)C1 (stereo not drawn)	7	-14
COc1ccc(Cl)cc1C(=O)Nn1c(C)nc2ccccc2c1=O	-1	3
CCN(CC)C(=O)CN(c1ccc(F)c(Cl)c1)S(C)(=O)=O	13	1
Cc1cc(C(=O)N2CCN(S(C)(=O)=O)CC2)sc1-c1ccccc1	15	-5
CC(C)(C)C(=O)Cn1c(=O)n(CC2CCCO2)c(=O)c2ccccc21 (stereo not drawn)	3	-6
CCOC(=O)c1c(C)[nH]c(C(=O)COC(=O)C(C)N2C(=O)C3CCCCC3C2=O)c1C (stereo not drawn)	-7	1

Additional compounds follow.
SMILES	GSIS activator	ARNT-TACC3 inh
Cc1ccc(-c2nnc(N)o2)cc1	2	1
CN(C)S(=O)(=O)c1cc(C(=O)O)c(NC2CCCCC2)cc1Cl	7	-4
Cc1cc(C)n(-c2nc3ccccc3nc2N2CCC(C)CC2)n1	-9	-6
COc1ccc(CN2CCN(C(=O)c3cccs3)CC2)cc1Br	7	-10
CCOc1ccc(N2C(=O)c3cccnc3C2Nc2ccc(F)cc2)cc1 (stereo not drawn)	17	-2
CC(C)(C)C(=O)Nc1ccc(C(=O)N/N=C/c2ccccc2OC(=O)c2ccccc2)cc1	-23	1
COc1ccc(C(=O)OC(COc2ccccc2)Cn2ccnc2)cc1 (stereo not drawn)	0	4
Cc1nn(C(C)C(=O)O)c(=O)c2c1sc1ccccc12 (stereo not drawn)	2	-2
COc1ccc(Cn2c(SCC(=O)NCc3ccco3)nc3ccsc3c2=O)cc1	-20	-4
Cc1ccc(-c2nnc(CSc3nncn3N)o2)cc1	11	-1
O=C(Nc1ccc2ccccc2c1)c1onc2c1CCCC2	-12	4
Cc1cccc(NC2SC(=O)N(c3ccccc3)C2=O)c1 (stereo not drawn)	-8	1
O=C(CSc1nnc(-c2ccc(S(=O)(=O)N3CCCC3)cc2)o1)NCc1ccco1	-5	1
CCc1c(O)nc(SCC(N)=O)n(-c2ccccc2F)c1=O	3	0
COCCn1c(C)nc2oc3ccc(Br)cc3c(=O)c2c1=O	2	4
O=C(CSCc1ccc([N+](=O)[O-])cc1)NCCSCc1ccccc1	-27	0
CCOc1ccc2nc(NC(=S)NCc3ccccc3)sc2c1	1	-1
O=S(=O)(NCCC1=CCCCC1)c1cccc2nsnc12	-18	5
CC(O)c1cccc(NC2=CC(=O)CC(C)(C)C2)c1 (stereo not drawn)	28	-12
COC(=O)c1cc(Cl)c(NC(=O)/C=C/c2ccc(Cl)cc2Cl)cc1OC	10	-6

Reformatted with values ahead of the structure: 5 of the compounds above
| GSIS activator | ARNT-TACC3 inh | canonical_smiles |
| --- | --- | --- |
| 3 | -6 | CC(C)(C)C(=O)Cn1c(=O)n(CC2CCCO2)c(=O)c2ccccc21 (stereo not drawn) |
| 15 | 8 | CCc1nnc(NC(=O)CCc2ccc(C)o2)s1 |
| 34 | 3 | Cn1c(=O)n(Cc2ccco2)c(=N)c2c3c(sc21)CCC3 |
| -9 | -5 | CCCc1ccc(C(=O)NNC(=O)c2ccc(Cl)cc2)cc1 |
| -19 | -2 | Cc1cccc(S(=O)(=O)NCCC(=O)OC(C)C(=O)NC(=O)NC2CCCCC2)c1 (stereo not drawn) |

More compounds.
SMILES	GSIS activator	ARNT-TACC3 inh
CCn1c(=O)c(C(=O)Nc2ccccc2C)c(O)c2ccccc21	-16	3
COc1ccc(OC)c(C2CC(=O)C3=C(C2)NC(=O)CC3c2ccc(O)c(OC)c2)c1 (stereo not drawn)	-2	-1
COc1ccc(C(=O)NC(Nc2ccc(C)cc2)C(Cl)(Cl)Cl)cc1 (stereo not drawn)	-34	-2
CNc1cc([N+](=O)[O-])ccc1N/C=C/C(=O)c1ccc2c(c1)OCO2	1	-17
O=C(NC12CC3CC(CC(C3)C1)C2)c1ccc(S(=O)(=O)N2CCOCC2)cc1	5	1
Fc1ccc(-c2cc(C(F)(F)F)nc(-n3cncn3)n2)cc1	52*	4
CCC(=O)Nc1ccc2c(c1)C(=O)c1ccccc1C2=O	8	2
COC(=O)C(C)Oc1ccc2c(-c3cccc([N+](=O)[O-])c3)cc(=O)oc2c1 (stereo not drawn)	10	0
COc1cc(S(=O)(=O)Nc2cccc(C(=O)O)c2)c(OC)cc1Cl	15	-2
COc1ccc(NC(=O)Nc2ccccc2OC)cc1	9	14

Another view of three compounds above.
SMILES: COc1cc(S(=O)(=O)Nc2cccc(C(=O)O)c2)c(OC)cc1Cl
  GSIS activator: 15
  ARNT-TACC3 inh: -2

SMILES: COc1ccc(Cn2c(SCC(=O)NCc3ccco3)nc3ccsc3c2=O)cc1
  GSIS activator: -20
  ARNT-TACC3 inh: -4

SMILES: CC(Oc1ccc(Cl)cc1)C(=O)NCCN1C(=O)S/C(=C\c2cccnc2)C1=O (stereo not drawn)
  GSIS activator: -25
  ARNT-TACC3 inh: -6

Further records follow:
SMILES	GSIS activator	ARNT-TACC3 inh
CCn1c(SCC(=O)NC(C)(C)C)nnc1-c1ccccn1	-1	18
O=C(CSc1ccc(F)cc1)N1CCC(c2nc3ccccc3s2)CC1	-23	-2
Cc1cc(C)cc(-n2c(=O)c3sccc3n(CC(=O)NCc3ccco3)c2=O)c1	-2	-2
O=C(Nc1cccc(Cl)c1)c1cnn2cccnc12	58*	6
COc1ccc(CCn2c(N3CCOCC3)nc3c2c(=O)[nH]c(=O)n3C)cc1	6	-4
O=C(CSc1ncn[nH]1)Nc1nc(-c2ccccc2)ns1	-10	-1

Screening data (PubChem)
